# MRP-1 activ = H69AR viability gain despite doxorubicin, primary screen, MRP-1 activator project, H69AR cells, CellTiter-Glo | viability rescue | viability increase, % at 10 µM | 0.61% of 140,000 active | AID 799, 2007;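 active = viability gain under doxorubicin at or above a set limit, the compound median plus 3 SD, cut at about 4.7% in these data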;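 note: MRP-1 overexpressing cells given doxorubicin 25 µM after compound pretreatment; 18-22 h compound pretreatment then 72 h with doxorubicin before readout; 0% = doxorubicin-only wells and 100% = vehicle-treated cells without doxorubicin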
# Yeast lifespan up = compounds extending yeast replicative lifespan, primary screen, S. cerevisiae, OD615. S. cerevisiae growth with nicotinamide; deaD strain in restrictive glucose medium. inhibition of the nicotinamide effect, % at 10 µM. 0.68% of 130,000 active. AID 775, 2007;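 active = inhibition above a set limit, placed 3 SD over the median of all compounds, cut at about 26% in these data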;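 note: 0% = nicotinamide-treated wells and 100% = cells grown without nicotinamide; some compounds called inactive have numbers as strong as hits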
#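 Assay system: engineered S. cerevisiae DeaD replicative-lifespan strain, galactose-grown log-phase cells; medium: restrictive CSMM-D dextrose medium; also added: nicotinamide, 1.5 mM, co-present with compound; schedule: 48 h compound exposure at 30 °C, humidified; detection: absorbance at 615 nm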
# GALR2 antag = GALR2 antagonists in receptor-expressing cells, primary screen. 0.39% of 140,000 active. antagonist mode. AID 828, 2007. Galanin receptor type 2 (Homo sapiens), O43603. inhibition, % at 4 µM; in the data active = inhibition above about 27%;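 note: cells stimulated with galanin 1-16 at roughly its EC80; 0% = agonist challenge control and 100% = basal control without agonist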
# Target sequence (O43603 whole entry, looked up): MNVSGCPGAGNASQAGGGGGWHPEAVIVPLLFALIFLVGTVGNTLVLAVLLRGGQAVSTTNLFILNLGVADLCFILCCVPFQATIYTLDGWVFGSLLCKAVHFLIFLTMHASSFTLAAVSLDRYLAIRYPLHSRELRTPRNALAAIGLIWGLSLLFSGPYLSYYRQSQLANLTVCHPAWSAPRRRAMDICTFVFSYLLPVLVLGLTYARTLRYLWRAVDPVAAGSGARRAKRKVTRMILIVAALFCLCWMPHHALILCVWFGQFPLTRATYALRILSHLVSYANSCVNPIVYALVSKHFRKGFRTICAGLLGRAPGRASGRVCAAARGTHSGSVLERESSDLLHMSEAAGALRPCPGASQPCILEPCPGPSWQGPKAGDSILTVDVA
# HCT116 bCat-KO = primary screen for growth suppressors in beta-catenin knockout HCT116 cells (colon tumor, human); HCT116 beta-catenin knockout viability, CellTiter-Glo, 60 h; hits give low values; viability, % at 10 µM; 1.5% of 140,000 active; AID 818, 2007;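 active = viability at or under a set limit, the compound median less 4 SD, cut at about 6% in these data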;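 note: 0% = Hyamine 1622 control at 20 µM and 100% = untreated cell control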
# Yeast growth inh = growth inhibitors of yeast BB579 in restrictive medium, primary screen, yeast lifespan-shortening project, S. cerevisiae | AID 804, 2007 | inhibition, % at 10 µM | OD615, 48 h | 0.51% of 140,000 active;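 active = inhibition above a set limit, 3 SD over the mean compound inhibition, cut at about 44% in these data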; note: inactives centre near -24
#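 Assay system: S. cerevisiae DeaD strain BB579 yeast. Medium: CSMM-D restrictive synthetic medium containing dextrose (glucose). Times: 4 h cell preincubation, 48 h compound exposure, 30 °C humidified. Signal: OD615 turbidity measurement. Benchmarks: positive control amphotericin B 10 µg/mL.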
# Measles CPE = compounds protecting cells from measles virus cytopathic effect, primary screen, measles RdRp inhibitor project, single point, MLSMR library, absorbance; Measles virus-infected cells, CPE protection; protection (pct of control), % at 4 µM; 1.5% of 140,000 active; AID 841, 2007; in the data active = protection mostly above about 24%, no sharp cut-off; inactive = mostly below about 26%; note: some compounds called inactive have numbers as strong as hits
# E-sel TNF inh = E-selectin induction blockers in HUVEC – imaging, immunofluorescence, high content, primary screen; 0.71% of 120,000 active; inhibition, % at 2 µM; HUVEC TNFa-induced E-selectin immunofluorescence;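 active = inhibition above the batch mean plus 3 SD, and confirmed as a hit on visual image review, cut at about 43% in these data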;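 note: 0% = TNF-stimulated DMSO wells and 100% = unstimulated control wells; not every result past the cut was called active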
# Phagocyt inh = inhibitors of macrophage phagocytosis, primary screen, imaging, J774A.1 cells, IgG beads; J774A.1 macrophage IgG-bead phagocytosis; inhibition, % at 5 µM; 0.07% of 110,000 active; AID 1029, 2008;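 active = inhibition above the mean of the plate negative controls plus 5 SD, cut at about 13% in these data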;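 note: phagocytic index as fraction of beads internalized from green versus red external bead signal; plate controls were DMSO negative control for no effect and cytochalasin-D positive control for full effect; some results beyond the cut were filed as inactive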
# HCT116 PTEN-null = growth suppression of PTEN-null HCT116, primary screen, cell-based, CellTiter-Glo | HCT116 PTEN-null viability, 60 h; hits give low values | viability, % at 10 µM | 1.2% of 140,000 active;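 active = viability at or below a set limit, 4 SD under the median of all tested compounds, cut at about 3.7% in these data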;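 note: PTEN knockout HCT116 line with beta catenin targeted HCT116 as companion control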
# NPY-Y2 antag = NPY-Y2 receptor antagonists, primary screen, cell-based; NPY-Y2 expressing cells, antagonist mode; inhibition, % at 2.7 µM; 0.99% of 140,000 active; in the data active = inhibition above about 17%;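 note: 0% = vehicle with agonist challenge and 100% = reference antagonist with challenge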
# Target sequence (P49146 whole entry, looked up): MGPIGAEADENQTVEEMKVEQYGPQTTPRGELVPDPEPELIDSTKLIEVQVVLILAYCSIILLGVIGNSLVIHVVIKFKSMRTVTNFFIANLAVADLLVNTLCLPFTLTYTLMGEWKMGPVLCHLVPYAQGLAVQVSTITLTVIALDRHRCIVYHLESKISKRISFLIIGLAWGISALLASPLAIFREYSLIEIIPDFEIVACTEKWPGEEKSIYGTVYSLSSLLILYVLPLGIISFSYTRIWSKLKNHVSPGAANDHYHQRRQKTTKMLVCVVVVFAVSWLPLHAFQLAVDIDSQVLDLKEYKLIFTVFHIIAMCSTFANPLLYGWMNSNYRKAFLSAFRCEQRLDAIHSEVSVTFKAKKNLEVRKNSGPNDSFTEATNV
# * hit, by the source's call; x = no result given.
# Below each SMILES: Measles CPE	E-sel TNF inh	HCT116 bCat-KO	Phagocyt inh	NPY-Y2 antag	GALR2 antag	Yeast lifespan up	HCT116 PTEN-null	MRP-1 activ	Yeast growth inh
COc1cccc(/C=N/c2sc(Cc3ccccc3)c(C)c2C(N)=O)c1O
→ 4	26	94	-10	4	10	0	94	-3.1	-12
C=CCn1c(C)cc(C(=O)COC(=O)c2ccc3c(c2)NC(=O)CS3)c1C
→ 3	x	72	3	3	5	-1	64	-1.6	-6
Cc1cc(C)nc(NS(=O)(=O)c2ccc(NC(=O)c3ccc(S(=O)(=O)N4CCOCC4)cc3)cc2)n1
→ 5	-55	86	x	1	1	-26	98	-1.6	-20
CSc1nnc(C)c(=O)n1COC(=O)c1ccc(S(=O)(=O)N(C)C)cc1
→ 1	6	96	-2	0	2	1	93	-0.9	-38
COc1ccc(C2NC3=C(CCC3)C3(C#N)C(OC)(OC)N=C(N)C23C#N)cc1 (stereo not given)
→ 5	-24	79	x	0	5	-28	87	-2.5	1
COc1ccc(C(=O)/C=C\N2CCOCC2)cc1
→ 13	20	84	3	6	-10	-2	90	-1.1	-50
CC1(C)Cc2ccccc2C(=NCCCCCC(=O)O)N1
→ 19	-13	100	x	3	-11	x	98	-2.7	-14
COC(=O)CCC(=O)Nc1nnc(C(F)(F)F)s1
→ 1	14	90	x	1	-4	-5	101	4.0	-12
O=C(CSc1nnc(-c2ccco2)o1)c1ccccc1
→ 20	13	86	2	1	2	-8	92	-1.3	2
Cc1ccc2cc(COC(=O)c3ccncc3)c(=O)[nH]c2c1
→ 5	x	90	0	1	13	-10	101	-0.2	-11
Cc1nc(SCC(=O)Nc2nc3ccccc3s2)c(C#N)c(C)c1C
→ 11	x	59	x	10	22	7	57	-4.7	-7
Cc1n[nH]c(=S)n1/N=C/c1ccccc1OCc1ccc(Cl)cc1
→ 13	-41	18	x	88*	17	-8	24	-5.0	-29
Cc1cccc(NC(=O)c2onc3c2CCCC3)c1C
→ 14	-33	64	x	1	-15	-26	65	0.7	0
CS(=O)(=O)N(CC(=O)Nc1ccc(F)cc1F)c1cccc([N+](=O)[O-])c1
→ 4	17	91	0	2	-2	-7	79	-2.9	0
CC(C)N(Cc1nc(-c2ccccc2)no1)C(=O)c1ccc2c(c1)OCO2
→ 15	3	87	-1	7	3	-3	92	-0.5	6
Cc1ccc(C)c2c1cc(C)c1nnc(SCC(=O)Nc3nc4c(s3)CCCC4)n12
→ 4	-14	71	-10	3	3	-1	59	-2.8	-28
CC(C)N1C(=O)N(c2ccccc2)C(C)(O)CC1(C)C (stereo not given)
→ 18	x	89	x	-1	2	10	96	-0.1	-46
O=C(c1coc(=O)c(Br)c1)N1CCCc2ccccc21
→ 9	x	91	0	1	9	-21	84	-2.5	-16
CC1(C(=O)O)CCC(C(=O)N2CCOCC2)C1(C)C (stereo not given)
→ 3	x	84	x	1	4	-19	95	-1.1	-14
CNC(=O)CN(c1ccc(F)cc1)S(=O)(=O)c1cc(C)ccc1OC
→ 29	12	91	0	-2	0	-22	86	-1.9	-41
CCN(CC(=O)Nc1cccc(OC)c1)c1ncnc2sc(C)c(C)c12
→ 10	x	43	-10	9	-1	4	43	-0.7	-39
Cc1cc(NC(=O)c2cccc(S(=O)(=O)N3CCOCC3)c2)no1
→ 10	6	93	-1	2	-16	0	99	-0.8	-49
CCN(c1ccccc1)S(=O)(=O)c1cnc[nH]1
→ 12	-6	105	-2	0	-1	-17	107	-0.9	-30
CCSc1oc(-c2ccco2)nc1S(=O)(=O)c1ccc(F)cc1
→ 7	-31	107	-1	3	3	-1	99	-0.9	-50
OCCN1CCN(c2nc(-c3ccccc3)c3cc(Cl)ccc3n2)CC1
→ 63*	43	73	x	11	9	-29	71	-6.1	-14
COc1nn(CC(=O)N2N=C(C)CC2(O)C(F)F)cc1[N+](=O)[O-] (stereo not given)
→ 3	-25	87	x	2	-5	x	96	-1.7	6
COc1ccc(NC(=O)CN(C)S(=O)(=O)c2ccccc2)c([N+](=O)[O-])c1
→ 16	-19	92	x	-1	1	-10	92	-0.2	-28
O=C(NNC(=S)Nc1ccccc1)c1cccc(Br)c1
→ 28	27	87	-1	2	11	-14	85	-1.3	12
Cc1ccccc1OCCn1c(CCNC(=O)C(C)C)nc2ccccc21
→ 15	-8	85	-7	7	-14	2	92	-2.0	-10
COC(=O)c1c(NC(=O)COC(=O)CNC(=O)C2CCCCC2)sc(C)c1C
→ 7	8	86	-4	5	-2	-1	87	-1.9	-39
Cc1ccc(C2=Nc3ccccc3NC(C)(c3ccc(C)o3)C2)o1 (stereo not given)
→ 16	-7	75	0	1	11	0	88	-2.0	-85
Cc1cc(C)cc(NC(=S)NC2CC3CCC(C2)N3Cc2ccco2)c1 (stereo not given)
→ 1	-10	67	x	3	-7	-8	72	-4.4	-54
Cn1c(N/N=C\c2cccc(O)c2)cc(=O)n(C)c1=O
→ 8	x	98	-4	3	6	-7	103	0.7	-25
O=C(Nc1nnc(CCS(=O)(=O)c2ccc3ccccc3c2)s1)c1cccs1
→ 6	9	90	x	4	8	-2	97	-2.7	-25
C(=C\c1ccccc1)/C=N/Nc1nc(N2CCOCC2)nc(N2CCOCC2)n1
→ 3	-4	98	-1	8	-6	-7	100	-0.8	-4
CCCOc1ccccc1N/C(=N/c1nc(C)cc(C)n1)NC(=O)Nc1ccc(Cl)cc1
→ 2	-25	60	0	3	4	-15	61	-1.0	-20
CCOC(=O)c1snc(-c2ccc(F)cc2)c1N
→ 3	-9	93	0	2	-9	-8	92	-0.6	20
Cc1cc(C)n(-c2nnc(C)n2/N=C/c2ccccc2O)n1
→ 5	-1	97	x	1	11	-4	94	-0.9	-23
Cc1nn(C)c(-c2n[nH]c(=S)n2-c2ccccc2)c1Cl
→ 6	x	92	0	1	-4	-2	105	-0.5	6
Cc1cc2cc(C)c3nnc(SCC(=O)Nc4ccc(S(=O)(=O)N5CCCCC5C)cc4)n3c2cc1C (stereo not given)
→ 23	x	10	-6	1	6	-2	6	-4.0	-18
CN1CCCC(OC(=O)c2ccc3c(c2)OCCO3)C1 (stereo not given)
→ 24	-4	90	-1	2	-2	-7	86	-0.5	-21
O=C(NCCCn1ccnc1)/C(=C\c1cccnc1)NC(=O)c1ccccc1Br
→ 9	x	102	-6	2	5	9	110	1.9	-29
COc1ccc(N=c2oc3cc(O)ccc3cc2C(=O)NCC2CCCO2)c(OC)c1 (stereo not given)
→ 4	-1	90	-1	31*	-53	-8	103	-1.9	-7
COc1ccc(OC)c(-c2nc(C)sc2CC(=O)O)c1
→ 11	8	97	0	0	1	-1	95	-1.9	-12
O=C(OCc1cccs1)c1ccccc1NS(=O)(=O)c1ccc2c(c1)OCCO2
→ 6	-5	90	0	6	-17	1	87	0.2	-40
O=C(NCCn1cc(SCc2ccccc2)c2ccccc21)c1ccccc1F
→ 3	-5	80	x	0	7	6	76	-1.8	-28
CCc1c(C)nc2cc(-c3ccc(OC)c(OC)c3)nn2c1N1CCC(C)CC1
→ 4	-20	75	x	1	2	-24	76	-0.4	-15
COC(=O)c1ccc(NC(=O)C23CCC(C)(C(=O)O2)C3(C)C)cc1 (stereo not given)
→ 4	-15	99	x	1	-7	-15	107	0.0	-37

# No enrichment for hits; about 6.2% have a hit in one of these screens.
